T cell HTS – T cell immune modulation candidate. 2C CD8+ T cell-vesicle binding, flow cytometry; hits give low values. calls only at 7 µM. 0.068% of 330,000 active;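 active means response, share of CD8 T cells binding vesicles, and their 90th percentile fluorescence all below set limits, cut at about 80% in these data, passing the limit was not always enough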
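Incubation: binding step 1.5 h, 37 °C, antibody labelling 20 min, ice; system: murine 2C transgenic CD8+ T lymphocytes; technique: cytometric PE anti-B7-1 and Alexa647 anti-CD8 signals after 1% paraformaldehyde fixation; also added: QL9-charged Drosophila Ld/ICAM-1/B7-1 vesicles; control set: naked versus QL9-loaded vesicles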
T cell HTS vesicle-bound % – also measured in T cell HTS; calls as there; double positive events, %; measured here: CD8+ vesicle-bound cell fraction;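 binding gate set so that unloaded-vesicle control wells show 10% double positive cells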
An asterisk follows results filed as active; i = inactive; nt = not tested or not shown; + = active, no number.

Molecule,T cell HTS,T cell HTS vesicle-bound %
CCCN(C(=O)CCNC(=O)c1ccc(Cl)cc1)c1c(N)n(Cc2ccccc2)c(=O)[nH]c1=O,i,28.3
Cc1cccn2c(=O)c3cc(C(=O)N4CCN(Cc5ccccc5)CC4)sc3nc12,i,39.7
N#CCCCc1cc2cc(F)ccc2cn1,i,14.6
COc1cccc(NC(=O)CN(C)S(=O)(=O)/C=C/c2ccccc2)c1,i,43.1
CC1CCC(NC(=O)c2cc(S(=O)(=O)N3CCCCC3)ccc2N2CCOCC2)CC1 (stereo not drawn),i,24.2
O=C1CCCC/C=C\C[C@H](CC(=O)N(CCO)Cc2ccccc2)C(=O)NCCO1,i,8.3
CCc1ccc(C(=O)COC(=O)C2=NN(c3ccccc3)C(=O)CC2)cc1,i,11.0
COc1ccc(S(=O)(=O)Nc2cccc3c2O[C@H](CN(C)CC2CCCCC2)[C@@H](C)CN([C@H](C)CO)C3=O)cc1,i,53.8

Laid out differently: entries from further up
The line under a structure holds: T cell HTS, T cell HTS vesicle-bound %
Cc1cccn2c(=O)c3cc(C(=O)N4CCN(Cc5ccccc5)CC4)sc3nc12
  i, 39.7
COc1cccc(NC(=O)CN(C)S(=O)(=O)/C=C/c2ccccc2)c1
  i, 43.1
CC1CCC(NC(=O)c2cc(S(=O)(=O)N3CCCCC3)ccc2N2CCOCC2)CC1 (stereo not drawn)
  i, 24.2
CCCN(C(=O)CCNC(=O)c1ccc(Cl)cc1)c1c(N)n(Cc2ccccc2)c(=O)[nH]c1=O
  i, 28.3
N#CCCCc1cc2cc(F)ccc2cn1
  i, 14.6
CCc1ccc(C(=O)COC(=O)C2=NN(c3ccccc3)C(=O)CC2)cc1
  i, 11.0

Further entries follow:
Molecule,T cell HTS,T cell HTS vesicle-bound %
C=C[C@@H]1c2ccccc2N(S(=O)(=O)c2ccc(C)cc2)[C@H](c2ccc(OC(C)=O)cc2)C1(C#N)C#N,i,17.9
C[C@H]1CN([C@@H](C)CO)C(=O)Cc2cc(NC(=O)CCC(F)(F)F)ccc2O[C@H]1CN(C)Cc1ccc(C(F)(F)F)cc1,i,nt
O=C(NCCc1ccccc1)c1cc([N+](=O)[O-])ccc1N1CCOCC1,i,45.2
COC(=O)[C@]1(C)N[C@H](c2ccc(-c3ccc(OC)cc3)cc2)[C@@H]2C(=O)N(C)C(=O)[C@@H]21,i,11.1
O=C(CSc1ncccn1)N1CCCCCC1,i,43.0
O=C1C=C(c2ccc(C(=O)O)cc2)C[C@@H](c2ccc3c(c2)OCO3)C1,i,18.3
COc1ccc2sc(-c3ccc(N(C)C)cc3)c(C#CCCO)c2c1,i,8.9
CN(Cc1ccc(F)cc1)C(=O)CNC(=O)c1cccs1,i,52.6
CCCCCC/C(C=O)=C\c1ccccc1,i,34.4
CC(CC(=O)Nc1cccc(S(=O)(=O)N2CCCCC2)c1)c1ccccc1 (stereo not drawn),i,10.6
O=S(=O)(c1ccccc1)N1CCN(Cc2cccc(Br)c2)CC1,i,16.9
COc1ccc(/C=C\C(=O)O[C@@H]2C(O)C(O[C@@H]3OC(C)[C@H](O[C@@H]4OCC(O[C@H]5O[C@H](CO)[C@@H](O)C(O)C5O)C(O)C4O)C(O)C3O)[C@H](OC(=O)[C@]34CCC(C)(C)C[C@@H]3C3=CCC5[C@@]6(C)CC(O)C(O[C@@H]7OC(CO)C(O)[C@H](O)[C@H]7O)[C@@](C)(C(=O)O)C6CC[C@@]5(C)[C@]3(CO)CC4)O[C@H]2C)cc1 (stereo partly drawn),i,42.4
CC1(c2ccc3ccccc3c2)NC(=O)N(CC(=O)N2CCCC(C(F)(F)F)C2)C1=O (stereo not drawn),i,43.9
CN(Cc1nc2ccccc2c(=O)[nH]1)C(=O)c1ccc(NC(=O)CSc2nnnn2C)cc1,i,30.4
Cc1nn(CC(=O)N(C)C2CCS(=O)(=O)C2)c(C)c1S(=O)(=O)N(C)C (stereo not drawn),i,27.7
O=c1oc(CCCO)cc2ccc(C#Cc3ccsc3)cc12,i,30.3
CCC1Nc2ncnc(N3CCc4ccccc4C3)c2N(Cc2ccc(Cl)cc2)C1=O (stereo not drawn),i,6.7
CCCN(C(=O)c1cc(C)ccc1C)c1c(N)n(Cc2ccccc2)c(=O)[nH]c1=O,i,45.3
CCOc1ccc2ncc(S(=O)(=O)c3ccccc3)c(N3CCN(c4ccccc4)CC3)c2c1,i,37.7
Cc1ccc(NC(=O)Cn2c(=O)cnc3ccccc32)cc1S(=O)(=O)N1CCOCC1,i,5.8
Cc1ccc(CNC(=O)c2cc3ccccc3oc2=O)cc1,i,36.0
C=CCC[C@@H](Cc1ccc(F)cc1)C(=O)OCCNC(=O)[C@@H](CC=C)CC(=O)N[C@@H](CO)Cc1ccccc1,i,10.2
COc1cc(CC(=O)OCC(=O)NC2CCCCC2C)cc(OC)c1OC (stereo not drawn),i,44.4
CC[C@@]1(C(=O)OC)N[C@H](CN(C)S(=O)(=O)c2ccc(C(C)(C)C)cc2)[C@@H]2C(=O)N(Cc3ccccc3)C(=O)[C@@H]21,i,19.6
Cc1ccc(S(=O)(=O)N2CCOCC2)cc1C(=O)Nc1ccccc1N1CCOCC1,i,32.6
O=C(C[C@@H]1C/C=C\C[C@@H](Cc2ccc(F)cc2)C(=O)OC[C@@H](Cc2ccccc2)NC1=O)N[C@H](CO)Cc1ccccc1,i,2.4
Cc1ccc(-c2cc(-c3ccccc3)no2)cc1,i,55.4
O=C(NNC(=O)c1ccc(=O)[nH]c1)c1ccc(NS(=O)(=O)c2cccs2)cc1,i,32.2
CCC(CO)Oc1cc(NCc2ccc(OC)cc2)c2ncn(C(C)C)c2c1 (stereo not drawn),i,37.2
O=C(NCc1cccnc1)C1CCN(S(=O)(=O)c2cccc(C(F)(F)F)c2)CC1,i,38.9
CCOc1cccc(C=NNc2ccc(S(=O)(=O)Nc3ccccc3C(=O)O)cc2[N+](=O)[O-])c1O,i,57.9
CC1(C(=O)Nc2cccc(-n3cnnn3)c2)Cc2ccccc2C(=O)O1 (stereo not drawn),i,53.4
c1ccc(-[n+]2nc(Nc3cccc4ccccc34)sc2-c2c3ccccc3cc3ccccc23)cc1,i,33.6
Cc1ccc(NC(=O)CCc2ccc(S(=O)(=O)N3CCOCC3)cc2)c(O)c1,i,49.4
COc1ccc(NC(=O)COC(=O)CCSc2ccccc2)cc1,i,47.0
Cc1ccsc1C(=O)OCC(=O)Nc1ccc(Cl)cn1,i,49.7
O=C(NCc1nc2ccccc2[nH]1)C1=C[C@H](c2ccc(C(F)(F)F)cc2)C[C@H](OCCCCO)O1,i,60.6
O=C(CCCn1c(=O)oc2ccccc21)NNC(=O)COc1ccc(F)cc1,i,32.3
Oc1cc(Nc2ccncc2)cc2cccnc12,i,6.4
O=C(COC(=O)c1ccc(Br)o1)NC12CC3CC(CC(C3)C1)C2,i,5.9
Cc1ccccc1NC(=O)c1cccc(NC(=O)c2c(C(=O)O)cccc2[N+](=O)[O-])c1,i,24.9
Cc1cccc(C)c1NC(=O)CN(C)C(=O)C1CC(=O)N(c2cccc3ccccc23)C1 (stereo not drawn),i,37.2
COc1ccc(S(=O)(=O)Nc2ccc3c(c2)C(=O)N([C@H](C)CO)C[C@@H](C)[C@@H](CN(C)S(=O)(=O)c2ccc(Cl)cc2)O3)cc1,i,27.7
CC(=O)c1c(C)[nH]c(C(=O)OCC(=O)Nc2nnc(-c3ccccc3)o2)c1C,i,36.3
O=C(/C=C/c1cc(Br)ccc1F)OCC(=O)N1CCCC1,i,41.7
CCN(C[C@H]1N[C@@](CC)(C(=O)OC)[C@H]2C(=O)N(Cc3ccccc3)C(=O)[C@@H]12)S(=O)(=O)c1ccccc1,i,12.2
O=C(COC(=O)Cc1cccc(F)c1)NCCc1ccccc1,i,30.9
COc1ccc2ccn(C)c2c1,i,35.0

3 structures from above, arranged by length of the SMILES, highest first.
Molecule,T cell HTS,T cell HTS vesicle-bound %
Cc1cccc(C)c1NC(=O)CN(C)C(=O)C1CC(=O)N(c2cccc3ccccc23)C1 (stereo not drawn),i,37.2
O=C(/C=C/c1cc(Br)ccc1F)OCC(=O)N1CCCC1,i,41.7
O=C(COC(=O)Cc1cccc(F)c1)NCCc1ccccc1,i,30.9

The list goes on:
Molecule,T cell HTS,T cell HTS vesicle-bound %
C[C@H](CO)N1C[C@H](C)[C@@H](CN(C)Cc2ccncc2)Oc2c(NC(=O)Cc3ccccc3)cccc2C1=O,i,9.8
Cc1cccc(C(=O)O[C@@H]2[C@H](Cc3ccccc3)NS(=O)(=O)[C@H]3C[C@@H]4C=C[C@]23O4)c1,i,15.9
CCCC(=O)Nc1ccc(S(=O)(=O)Nc2nccs2)cc1,i,39.8
COc1ccc(S(=O)(=O)N2CCCCC2)cc1NC(=O)CNc1ccccc1N1CCCC1=O,i,16.0
Cc1cc(NC(=O)CN2C(=O)NC(C)(c3ccccc3Cl)C2=O)no1 (stereo not drawn),i,19.1
COC(=O)C1=C(C)N(Cc2ccccc2)C(=NCc2cc(OC)c(OC)c(OC)c2)N[C@H]1c1ccc(Br)cc1,i,27.0
O=C(O)c1ccccc1C(=O)N1CCN(S(=O)(=O)c2cccc(C(F)(F)F)c2)CC1,i,11.1
CC(NS(=O)(=O)c1ccc(Cl)c(Cl)c1)C(=O)Nc1cccnc1 (stereo not drawn),i,45.5
CCN(C(=O)COC(=O)CC(C)c1ccccc1)c1c(N)n(Cc2ccccc2)c(=O)[nH]c1=O (stereo not drawn),i,38.3
O=C(Cn1cnc2c(OCc3ccccc3)ncnc21)NCCCc1ccccc1,i,15.6
Cc1cnc(C(=O)OCC(=O)Nc2cccc(C)c2C)cn1,i,38.9
NC(=O)C1CCN(C(=O)c2ccc(NS(=O)(=O)c3ccc(F)c(F)c3)cc2)CC1,i,23.3
CC1CCCCC12NC(=O)N(CC(=O)NCCc1c[nH]c3ccccc13)C2=O (stereo not drawn),i,14.6
O=C1N[C@H](Cc2ccccc2)CO1,i,44.5
CN1CCN(c2ccc(Cl)cc2NC(=O)c2cc(=O)[nH]c3ccccc23)CC1,i,16.5
COc1cccc(C(=O)NCC(=O)OCC(=O)NC2CCCCC2)c1,i,12.4
Cc1ccc(S(C)(=O)=O)cc1C(=O)OCC(=O)N(Cc1ccccc1)Cc1ccccc1,i,19.9
C=CCC[C@H](Cc1ccc(F)cc1)C(=O)OC[C@@H]1CCCN1C(=O)[C@@H](CC=C)CC(=O)NCCO,i,17.8
CCOC(=O)C1CCCN(C(=O)c2cccc(S(=O)(=O)N(C)c3ccc(C)cc3)c2)C1 (stereo not drawn),i,46.7
COc1ccc([C@H]2CC(=O)C=C(c3ccc(OC)nc3)C2)cc1,i,35.3
CCOC(=O)c1c(C)[nH]c(C(=O)C(C)OC(=O)c2ccc(NC(=O)CC#N)cc2)c1C (stereo not drawn),i,40.1
O=C(Nc1ccc(F)cc1F)c1cccc(S(=O)(=O)N2CCCCC2)c1,i,36.4
O=C(O)CC1c2ccccc2CCN1S(=O)(=O)c1ccccc1 (stereo not drawn),i,60.0
[O-]/[N+](=C/c1ccccc1)c1ccccc1,i,36.4
CCOc1ccc(NC(=O)CN(C)C(=O)c2ccccc2OCCOc2ccccc2)cc1OCC,i,29.1
CCCCC[C@@H]1C=C(C(=O)O)[C@H](c2ccc(Br)cc2)N1S(=O)(=O)c1ccc(C)cc1,i,14.7
C[C@H]1CN([C@@H](C)CO)C(=O)c2cccc(NC(=O)Nc3ccc(C(F)(F)F)cc3)c2O[C@H]1CN(C)C,i,11.1
COc1ccc(S(=O)(=O)Nc2cc(S(=O)(=O)N3CCOCC3)ccc2OC)cc1,i,37.2
Cc1noc(C)c1C(=O)OCC(=O)Nc1ccc(S(N)(=O)=O)cc1,i,43.9
CC(C)C(NS(=O)(=O)c1cccc(C(F)(F)F)c1)C(=O)NCc1cccs1 (stereo not drawn),i,34.5
O=C(OCCOc1ccc(F)cc1)c1ccc(S(=O)(=O)N2CCCC2)cc1,i,12.2
CCOC(=O)C1CCN(C(=O)CN2C(=O)NC(C)(c3ccc4cc(OC)ccc4c3)C2=O)CC1 (stereo not drawn),i,15.4
Cc1nnc(SCC(=O)NC2CCCC(C)C2C)n1N (stereo not drawn),i,49.0
Cc1ccccc1N1CCN(CC(=O)Nc2ccccc2C(=O)NC2CC2)CC1,i,47.0
O=C(N/N=C/c1ccc(N2CCOCC2)cc1)c1ccncc1,i,30.1
Cc1cnc(C(=O)OCc2nc3ccsc3c(=O)[nH]2)cn1,i,40.6
CN(CC(=O)Nc1cc(S(=O)(=O)N2CCCC2)ccc1Cl)Cc1ccc2c(c1)OCO2,i,36.6
C[C@@H](C(=O)N1CCN(c2ccccc2)CC1)N1C(=O)C2CC=CCC2C1=O (stereo partly drawn),i,41.8
CC1Sc2ccc(C(=O)Nc3cc(S(C)(=O)=O)ccc3Cl)cc2NC1=O (stereo not drawn),i,34.8
CC(CCN1CCN=C1N(C)C)c1ccccc1 (stereo not drawn),i,38.9
O=C1C=C(c2ccc(Cl)nc2)C[C@@H](c2ccc3c(c2)OCO3)C1,i,26.4
C[C@@H](O)C(C(=O)N1CCNCC1)n1cc([C@@H](N)CCCCN)nn1 (stereo partly drawn),i,30.8
CC(=O)Nc1ccc(NC(=O)C(C)OC(=O)[C@@H]2CCCN2C(=O)c2cccs2)cc1 (stereo partly drawn),+,4.0*
CC(C)[C@H](NC(=O)OC(C)(C)C)C(=O)NCC1CCC(C(=O)N[C@@H](Cc2ccccc2)C(=O)O)CC1 (stereo partly drawn),i,22.4
CN(Cc1ccccc1)S(=O)(=O)c1ccc(Cl)c(C(=O)N2CCC2)c1,i,39.7

The list is partial, so the mix of outcomes need not match the whole.
